# TPT1 inhibitor: Candida albicans TPT1 enzyme inhibitors, primary screen, biochemical, fluorescence polarization; recombinant caTPT1, FP RNA substrate dephosphorylation; tRNA 2'-phosphotransferase TPT1 (Candida albicans SC5314); inhibition, % at 5 µM; 300,000 tested, 0.81% active;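 active means inhibition above the mean of all tested compounds plus 3 SD, set per screening campaign, cut at about 24% in these data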;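 further: plate controls were DMSO alone for no effect and ferristatin control at 100 nM for full effect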
# PP5 inh: PP5 phosphatase inhibitors, primary screen, biochemical, fluorescence | inhibition, % at 6.7 µM | AID 1987, 2009 | purified PP5c, OMFP substrate fluorescence | Serine/threonine-protein phosphatase 5 (Homo sapiens), P53041 | 320,000 tested, 0.18% active;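 active means inhibition above the campaign's mean inhibition across all tested compounds plus 3 SD, cut at about 9.5% in these data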;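 further: 0% = DMSO only and 100% = 100 µM cantharidin control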
# EBNA-1 inhibitor: EBNA-1 DNA-binding inhibitors, primary screen, biochemical, fluorescence polarization; inhibition, % at 14.8 µM; 300,000 tested, 0.34% active; in the data active means inhibition above about 28%
# HCV core dimer: inhibitors of HCV core protein dimerization, primary screen, biochemical, TR-FRET, high-throughput; TR-FRET GST/Flag-core106 dimerization, 1536-well; inhibition, % at 5 µM; 300,000 tested, 0.33% active; AID 1899, 2009;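 active means inhibition above the mean of all tested compounds plus 3 SD, set per screening campaign, cut at about 45% in these data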
#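 System – GST-tagged and Flag-tagged HCV core protein residues 1-106 · Repeats – one well for each compound · Technique – TR-FRET 671 and 617 nm emission · Doses – one concentration, 5 µM, in 0.5% DMSO · Times – 4 h, 22.5 °C incubation · Also added – Eu donor and XL665 acceptor anti-tag antibodies · Measure – percent inhibition of core106 dimerization signal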
# CTSL1 counter: Fasciola hepatica cathepsin L1 inhibitors, primary screen, counter-screen for PFM18AAP inhibitor project, biochemical, QFRET, fluorogenic peptide substrate. recombinant F. hepatica cathepsin L1, Z-Leu-Arg-MCA fluorescence. inhibition, % at 5.96 µM. 300,000 tested, 0.49% active. AID 1906, 2009;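 active means inhibition above the mean of all tested compounds plus 3 SD, set per screening campaign, cut at about 17% in these data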;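 further: 0% = plate median of test compound wells and 100% = 1 µM Z-Phe-Ala-diazomethylketone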
# Efflux pump inh: inhibitors of Candida efflux pumps in yeast, primary screen, S. cerevisiae, Nile Red, multiplex | inhibition, % at 10 µM | S. cerevisiae Candida pump triplex | 330,000 tested, 0.44% active | AID 485275, 2010;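 active means plate passing quality check with inhibition over a set limit, or well fluorescence over plate mean plus 4 SD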;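 further: Nile Red retained in pooled yeast measured as flow cytometry median fluorescence; 0% = buffer negative control and 100% = Enniatin B positive control; higher means more Nile Red kept so more efflux inhibition; some compounds called inactive have numbers as strong as hits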
# PP1 counter: PP1-alpha phosphatase inhibitors, primary screen, counter-screen for PP5 inhibitor project, biochemical, fluorescence, OMFP substrate, single point. purified PP1alpha. inhibition, % at 6.7 µM. 320,000 tested, 0.9% active. AID 2235, 2010;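 active means inhibition above the mean inhibition of all tested compounds plus 3 SD, computed separately for each screening campaign, cut at about 15% in these data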
# ZTA counter: counter-screen for EBNA-1 inhibitors: inhibitors of Epstein-Barr virus ZTA; P03206; ZTA-DNA binding, fluorescence polarization; inhibition, % at 11 µM; 320,000 tested, 0.15% active; in the data active means inhibition above about 33%
# Target sequence (P03206 whole entry, looked up): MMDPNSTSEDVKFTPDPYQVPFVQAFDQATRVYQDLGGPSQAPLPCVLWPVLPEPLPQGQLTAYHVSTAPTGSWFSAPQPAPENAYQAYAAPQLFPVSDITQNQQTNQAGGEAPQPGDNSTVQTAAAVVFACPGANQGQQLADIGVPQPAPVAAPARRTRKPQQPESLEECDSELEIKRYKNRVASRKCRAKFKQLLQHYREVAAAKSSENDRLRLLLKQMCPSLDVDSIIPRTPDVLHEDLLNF
# PREPL inhibitor: PREPL enzyme inhibitors, primary screen, biochemical, fluorescence polarization; Prolyl endopeptidase-like (Homo sapiens), Q4J6C6; recombinant PREPL, fluorescence polarization activity-based probe; inhibition, % at 5.96 µM; 320,000 tested, 0.68% active; in the data active means inhibition above about 43%;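 further: 0% = enzyme with DMSO and 100% = wells lacking enzyme; many of its hits are not listed in these tables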
# Target sequence (Q4J6C6 whole entry, looked up): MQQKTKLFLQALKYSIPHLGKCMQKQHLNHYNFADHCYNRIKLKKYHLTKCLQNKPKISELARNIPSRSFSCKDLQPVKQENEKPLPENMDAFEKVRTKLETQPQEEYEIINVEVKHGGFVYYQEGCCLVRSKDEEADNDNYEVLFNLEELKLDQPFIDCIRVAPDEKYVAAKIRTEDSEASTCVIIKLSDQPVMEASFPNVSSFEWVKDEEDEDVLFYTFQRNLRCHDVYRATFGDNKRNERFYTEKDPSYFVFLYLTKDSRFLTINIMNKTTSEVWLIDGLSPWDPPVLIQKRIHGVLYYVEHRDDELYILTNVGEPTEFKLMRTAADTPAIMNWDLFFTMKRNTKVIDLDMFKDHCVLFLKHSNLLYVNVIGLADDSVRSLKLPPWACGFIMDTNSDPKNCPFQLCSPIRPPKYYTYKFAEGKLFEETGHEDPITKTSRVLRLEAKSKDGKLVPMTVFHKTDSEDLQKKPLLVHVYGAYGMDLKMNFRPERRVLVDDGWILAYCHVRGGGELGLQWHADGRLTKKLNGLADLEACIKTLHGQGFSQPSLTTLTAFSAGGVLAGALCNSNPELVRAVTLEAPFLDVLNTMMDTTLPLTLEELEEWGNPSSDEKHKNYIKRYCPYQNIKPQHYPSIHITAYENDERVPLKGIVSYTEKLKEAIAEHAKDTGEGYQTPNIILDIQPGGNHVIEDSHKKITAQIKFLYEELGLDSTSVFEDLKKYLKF
# * = called active by the depositor; / = no result given. This is a subset. The share of hits here may be higher or lower than overall.
# Fields: PREPL inhibitor	CTSL1 counter	PP5 inh	HCV core dimer	ZTA counter	TPT1 inhibitor	PP1 counter	Efflux pump inh	EBNA-1 inhibitor
O=C(COc1ccc(Cl)cc1)NCC(=O)N/N=C/c1cccs1
 : 6	3	-0.2	14	-5	0	6	0.5	-8
CCOc1ccccc1CN1CCC(CO)(CCOc2ccccc2)CC1
 : -13	-2	1.6	7	-3	-7	1	0.0	6
CCOC(=O)Cn1c(=O)c2c(nc(Br)n2Cc2ccc(Cl)cc2)n(C)c1=O
 : -14	-5	1.3	11	-16	1	-3	0.0	-1
COc1ccc(OC)c(C(c2c(C)[nH][nH]c2=O)c2c(C)[nH][nH]c2=O)c1
 : -8	0	-0.9	-2	3	6	9	0.1	3
CCN(C#N)c1nc(NC(C)C)nc(NC(C)C)n1
 : 4	5	-2.0	-3	7	0	-2	0.0	3
CNC[C@H](O)c1cccc(O)c1
 : 26	4	-0.2	1	-7	-4	-3	-0.1	15
Cc1ccc(NC(=O)CSCC(=O)NCCc2ccccn2)c(C)c1
 : -7	2	-0.8	0	0	1	0	0.2	-10
Cc1cccc(-c2c3c(=O)n(C)c(=O)n(C)c3cn2C2CCCCC2)c1
 : -5	0	-0.6	2	-10	0	-1	0.2	17
O=C(O)CCN1C(=O)/C(=C\c2cccc(OCC(=O)Nc3ccc(Cl)cc3)c2)SC1=S
 : 17	4	5.4	2	7	0	24*	0.1	-5
Cc1ccc2[nH]c(=O)c(CN(Cc3ccco3)C(=O)c3ccncc3)cc2c1
 : 7	-2	2.1	0	8	0	0	-0.2	2
CC1CCCCC1NC(=S)Nc1ccc(Cl)cc1Cl (stereo not given)
 : -10	1	2.0	-2	-7	-2	-1	-0.1	2
Cc1ccc(N(CC(=O)NC(C)c2ccccc2)S(=O)(=O)c2cccs2)cc1 (stereo not given)
 : -8	-2	3.0	3	-6	-1	3	0.1	-4
Cn1c(=O)c(=O)n(C)c2cc(S(=O)(=O)Nc3ccc4c(c3)OCCO4)ccc21
 : 9	1	4.0	3	-2	3	0	-0.1	3
CN(C(=O)COC(=O)c1cc(-c2ccc(Cl)s2)nc2ccccc12)C1CCS(=O)(=O)C1 (stereo not given)
 : 0	2	2.7	4	8	1	2	-0.1	4
O=C(Cn1cc2c(n1)CCCC2)NCCc1ccccc1
 : -4	0	2.5	-6	2	-1	6	0.1	3
CCC(C)c1ccc(OCCN2CCCC2)cc1 (stereo not given)
 : -7	1	-1.3	-1	13	-3	1	0.0	14
Cc1ccc(S(=O)(=O)O/N=C2\CCCc3ccccc32)cc1
 : -2	0	-3.4	0	18	-4	-3	0.0	10
CCOC(=O)C1(Cc2ccc(OC)cc2)CCN(C(=O)CN2CCN(CC)CC2)CC1
 : 2	0	3.4	-7	11	3	0	0.1	9
Cc1cc(OCC(=O)OCC(=O)N(C)Cc2ccccc2C)ccc1Cl
 : 18	/	3.3	/	1	/	0	0.0	/
O=CN1CCc2scc[n+]2-c2ccccc21
 : -8	0	4.3	-1	0	1	4	0.1	-1
COc1cc(C(=S)N2CCOCC2)ccc1OS(=O)(=O)c1ccc(C)cc1
 : 2	4	4.0	2	2	0	-1	0.1	-3
C=CCSc1nc(N)c(C(=O)Nc2ccccc2)cc1C#N
 : 9	2	1.4	16	11	4	2	0.1	1
Cc1oc(C(C)(C)C)cc1C(=O)NC(Cc1ccccc1)C(=O)O (stereo not given)
 : -4	3	0.7	4	5	-1	1	0.1	8
COc1ccc2nc(C)c3cc(C)oc3c2c1
 : 11	3	0.8	4	2	-2	-4	0.1	13
COc1ccc(C(C)=O)cc1COC(=O)Cn1cnc2ccccc2c1=O
 : -5	-3	-1.2	-6	1	2	0	-0.1	4
Cc1cc(-c2nnc3n2CCCCC3)c(C)n1-c1ccccc1
 : 13	-2	-0.3	2	-15	-1	0	0.0	-6
O=C(NC(=S)N1CCN(c2ccc(O)cc2)CC1)c1cccs1
 : 12	5	3.1	1	11	3	1	-0.1	13
CCCCCSc1nc2c(cnn2-c2ccc(F)cc2)c(=O)[nH]1
 : 1	4	-0.3	4	4	-2	-2	-0.1	7
Cc1nc([N+](=O)[O-])c(Br)n1CC(=O)c1ccc(Br)cc1
 : 21	0	3.5	8	2	4	-4	0.4	-8
Cc1ccc(C(CC(=O)NCCCN(C)C)c2ccc(OC(C)C)cc2)cc1 (stereo not given)
 : 39	1	1.5	-7	-2	0	-3	-0.1	4
Cc1cccc(N2CC(C(=O)O)CC2=O)c1 (stereo not given)
 : 0	4	-1.3	-11	8	-6	-5	0.0	1
COCCNC(=O)CSc1ccccc1C(=O)NCC1CCCCC1
 : -11	-1	-1.0	2	17	-2	1	0.0	2
Cc1nc(C)c(C(=O)OCC(=O)Nc2ccccc2SCC#N)s1
 : 2	/	2.9	/	3	/	3	-0.1	/
Cc1ccc(N2CC(C(=O)Nc3nnc(SCC(N)=O)s3)CC2=O)cc1C (stereo not given)
 : 13	3	-0.3	2	-4	2	0	0.2	-3
O=C(CCNC(=O)c1ccc([N+](=O)[O-])cc1)Nc1nccs1
 : -7	-4	1.1	-6	6	3	-3	0.4	1
O=C1[C@@H]2Cc3c([nH]c4ccccc34)CN2C(=O)CN1CCCO
 : 6	-5	-1.6	2	9	2	-2	0.0	14
O=C1CN(C(=O)COc2ccc([N+](=O)[O-])cc2Cl)c2ccccc2N1
 : -20	/	1.5	/	4	/	-2	0.2	/
Cc1ccc(NS(=O)(=O)c2ccc(NC(=O)c3ccc(Br)o3)cc2)c(C)c1
 : -23	1	4.9	2	2	0	4	0.0	10
CCC(C)n1c(SC(C)C#N)nc2ccccc2c1=O (stereo not given)
 : 12	1	-1.6	-2	-18	-2	-1	0.0	-5
O=C(Nc1ccc(N2CCOCC2)cc1)c1cc(-c2ccncc2)nc2ccccc12
 : 2	1	1.6	3	5	3	-1	0.1	3
CC1(c2ccccc2)NC(=O)N(CC(=O)NNC(=O)c2ccccc2)C1=O (stereo not given)
 : 6	-51	0.8	-6	4	-3	-5	0.2	-3
COc1ccccc1CN(C)C(=O)C1COc2ccccc2O1 (stereo not given)
 : -8	2	3.4	-1	15	0	-1	-0.1	2
Cc1ccc(OCC(=O)N2CCN(C(=O)c3ccco3)CC2)cc1
 : 12	3	-1.1	-2	6	0	-3	0.1	-10
CC(OC(=O)CN1C(=O)NC2(CCCC2)C1=O)c1ccc(F)cc1 (stereo not given)
 : 0	/	0.8	/	-15	/	9	-0.2	/
Cc1ccc(NC(=O)C2CCCN(c3cnccn3)C2)c(C)c1 (stereo not given)
 : 0	-2	-0.1	10	-8	-2	-5	-0.1	-6
Cc1nnc(SCC(=O)NNC(=O)c2ccccc2)n1-c1ccccc1
 : 2	-9	0.2	7	3	3	2	0.1	6
COC(=O)c1ccccc1SC(CC(=O)c1ccccc1)c1ccc(F)cc1 (stereo not given)
 : -5	1	0.2	4	14	2	-3	0.0	10
N#CC1=C(SCC(=O)NC23CC4CC(CC(C4)C2)C3)NC(=O)C(C#N)C12CCCCC2 (stereo not given)
 : -1	2	1.4	9	6	0	2	0.1	-6
Cc1ccc(S(=O)(=O)N2CCOCC2)cc1NC(=O)CSc1nnnn1C1CCCC1
 : 11	/	1.0	/	8	/	-1	-0.4	/
O=C(c1ccc(S(=O)(=O)Cc2ccccc2Cl)c([N+](=O)[O-])c1)N1CCN(c2ccccn2)CC1
 : 20	-5	-3.0	7	3	-4	-3	0.1	-5
CCc1nc(N2CCN(S(=O)(=O)c3ccc(Br)cc3)CC2)c2c(C)c(C)sc2n1
 : -5	0	1.7	10	6	-2	2	0.1	12
CCN(C1CCS(=O)(=O)C1)S(=O)(=O)c1cccs1 (stereo not given)
 : 8	-3	-0.7	1	-3	0	-4	0.2	-3
COCCCn1c(=N)c(C(=O)NCC2CCCO2)cc2c(=O)n3ccccc3nc21 (stereo not given)
 : 3	11	2.7	4	-1	0	-9	0.0	-1
Cc1nc2ncc(Br)cc2[nH]1
 : 6	-1	-0.6	-8	0	0	-2	-0.3	10
O=C(CCOc1ccccc1)Nc1ccnn1C1CCN(Cc2ccc(F)cc2)CC1
 : 24	-1	-0.7	-5	8	-1	-2	-1.3	-3
O=C(Cn1c(=O)oc2cc(S(=O)(=O)N3CCCC3)ccc21)NCc1ccccn1
 : -6	0	-0.7	-3	11	-2	-1	-0.1	-1
CCOc1ccc2nc(N3CCOCC3)nc(C)c2c1
 : 4	2	0.1	1	15	1	-1	-0.1	3
O=C(CC(c1ccc(F)cc1)c1ccco1)N1CCCC1 (stereo not given)
 : 6	36*	4.0	16	19	3	3	0.0	10
Cn1c(=O)c2c(ncn2CC(=O)N2CCN(c3cccc(Cl)c3)CC2)n(C)c1=O
 : 15	0	0.0	0	4	-1	-3	-0.1	-1
COC(=O)C1=C(C)N(c2ccc(F)c(Cl)c2)C(=O)C1
 : 5	6	0.8	5	6	-1	-2	-0.1	4

# One compound at a time, as listed above. Values in the order: PREPL inhibitor, CTSL1 counter, PP5 inh, HCV core dimer, ZTA counter, TPT1 inhibitor, PP1 counter, Efflux pump inh, EBNA-1 inhibitor
# Listed for Cc1cccc(N2CC(C(=O)O)CC2=O)c1 (stereo not given) → 0, 4, -1.3, -11, 8, -6, -5, 0.0, 1
# Listed for C=CCSc1nc(N)c(C(=O)Nc2ccccc2)cc1C#N → 9, 2, 1.4, 16, 11, 4, 2, 0.1, 1
# Listed for Cc1ccc2[nH]c(=O)c(CN(Cc3ccco3)C(=O)c3ccncc3)cc2c1 → 7, -2, 2.1, 0, 8, 0, 0, -0.2, 2
# Listed for Cc1oc(C(C)(C)C)cc1C(=O)NC(Cc1ccccc1)C(=O)O (stereo not given) → -4, 3, 0.7, 4, 5, -1, 1, 0.1, 8

# Following part:
# Fields: PREPL inhibitor	CTSL1 counter	PP5 inh	HCV core dimer	ZTA counter	TPT1 inhibitor	PP1 counter	Efflux pump inh	EBNA-1 inhibitor
Cc1ccc(CNC(=O)c2cc(C)nn2-c2ccccc2)cc1
 : -2	4	0.4	2	-25	-2	7	-0.1	-12
Cc1noc(C)c1CSc1nc2ccccc2s1
 : 1	0	3.1	8	1	2	0	0.1	-3
CC1=C(C#N)C2(O)C(=O)c3ccccc3C2(O)N1 (stereo not given)
 : -9	-2	2.1	-4	6	1	0	-0.1	-7
O=C(NCCc1c[nH]c2ccccc12)/C(=C\c1cccs1)NC(=O)c1ccccc1
 : 0	-2	2.6	-8	-24	-1	0	-0.3	-2
COCCNC(=O)Cn1cnc2sc(C)c(S(=O)(=O)N3CCC(C)CC3)c2c1=O
 : 1	-2	-0.4	-11	-6	-4	-1	0.0	3
CC1=C(C)CC(C(=O)NNC(=O)c2csc(C)c2C)C(C(=O)O)C1 (stereo not given)
 : 11	-2	2.1	-3	5	3	2	0.0	-1
C=CCc1ccccc1OCCn1ccnc1
 : -1	-2	1.1	-4	-9	-4	2	-0.1	0
CCOC(=O)N1CCN(c2c(NCCN3CCN(c4ccccc4F)CC3)c(=O)c2=O)CC1
 : 15	-2	1.3	1	-6	0	-2	0.1	-5
O=C(CN1CCCCCC1)N/N=C/c1cccc(Cl)c1
 : 2	-3	2.1	-6	0	3	2	0.0	2
Cc1[nH]nc(N=CC2=C(O)CC(c3ccco3)CC2=O)c1-c1ccccc1 (stereo not given)
 : 6	1	3.8	5	-11	3	-5	0.0	-1
